mIAP block = blocks mouse intestinal alkaline phosphatase; inhibition, % at 10 µM; 330,000 compounds, 0.2% hits; purified mouse IAP, CDP-Star luminescence, 30 min;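 active = inhibition of at least 40% at 10 µM in the primary screen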;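 note: plate controls were DMSO with enzyme for no effect and no enzyme wells for full effect; values of inactives mirror those of a sister screen read the other way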
mIAP activ = mouse IAP activation | muIAP, CDP-Star luminescence, 30 min; hits give high values; 1 = vehicle-only enzyme signal, 0 = enzyme-free wells | activation factor at 10 µM | 330,000 compounds, 0.24% hits;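 active = activation factor of at least 2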; note: the source names both 10 and 20 µM as test concentration; values of inactives mirror those of a sister screen read the other way
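System: mouse IAP enzyme. Reagent: CDP-Star chemiluminescent phosphatase substrate. Benchmarks: DMSO wells, no-enzyme wells. Times: 30 min enzyme-substrate-compound incubation at room temperature. Detection: luminescence from enzymatic CDP-Star hydrolysis. Doses: test compounds delivered from DMSO solution.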
A3G deaminase = APOBEC3G (human) deaminase inhibition; Q9HC16; recombinant A3G, ssDNA deamination FAM/TAMRA fluorescence; inhibition, % at 20 µM; 330,000 compounds, 0.28% hits; AID 493012;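 active = inhibition of at least 40% at 20 µM, with no more than 30% in the related APOBEC3A deaminase screen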;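 note: plate controls were DMSO wells with A3G for no effect and wells lacking A3G enzyme for full effect; some compounds called inactive have numbers as strong as hits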
Target sequence (Q9HC16 whole entry, looked up): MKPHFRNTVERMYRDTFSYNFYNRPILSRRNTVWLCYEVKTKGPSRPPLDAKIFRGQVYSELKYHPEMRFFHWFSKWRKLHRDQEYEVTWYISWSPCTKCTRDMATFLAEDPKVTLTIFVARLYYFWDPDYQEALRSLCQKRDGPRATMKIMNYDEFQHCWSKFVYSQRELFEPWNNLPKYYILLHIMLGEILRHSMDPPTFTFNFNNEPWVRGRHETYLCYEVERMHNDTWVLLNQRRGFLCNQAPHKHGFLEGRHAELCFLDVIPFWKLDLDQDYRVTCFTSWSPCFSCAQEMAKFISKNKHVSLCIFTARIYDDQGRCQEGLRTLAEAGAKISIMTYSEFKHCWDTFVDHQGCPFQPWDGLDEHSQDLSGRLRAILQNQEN
APOBEC3A inh = blocks human APOBEC3A ssDNA deamination. P31941. recombinant A3A, FAM/TAMRA ssDNA deamination fluorescence. inhibition, % at 20 µM. 330,000 compounds, 0.41% hits. AID 493011;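 active = at least 40% inhibition at 20 µM here, with at most 30% in a related deaminase screen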;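 note: plate controls were A3A with DMSO for no effect and wells lacking A3A enzyme for full effect; some results filed as inactive read as strong as hits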
Target sequence (P31941 whole entry, looked up): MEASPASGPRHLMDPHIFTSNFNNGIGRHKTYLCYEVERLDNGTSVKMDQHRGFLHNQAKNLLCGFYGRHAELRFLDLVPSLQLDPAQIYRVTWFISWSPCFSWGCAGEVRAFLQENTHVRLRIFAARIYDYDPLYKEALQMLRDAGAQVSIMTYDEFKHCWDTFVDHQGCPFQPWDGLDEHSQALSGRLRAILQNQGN
NALP3 yeast inh = NALP3 inhibition in yeast; Yeast reconstituted NLRP3/ASC/caspase-1, beta-gal luminescence, 24 h; inhibition, % at 10 µM; 330,000 compounds, 0.39% hits; AID 2825;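 active = inhibition of 50% or more; inactive = inhibition below 50%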;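 note: plate controls were induced DMSO wells for no effect and uninduced yeast grown without galactose for full effect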
tim10-1 inh = inhibits growth of tim10-1 mutant yeast | S. cerevisiae tim10-1 ts strain growth, BacTiter-Glo, 24 h | inhibition, % at 20 µM | 330,000 compounds, 2.2% hits;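 active = inhibition of at least 40%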;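 note: mutant grown at 25 °C; 0% = DMSO wells with yeast and 100% = wells holding no yeast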
TIM10 inh = growth inhibitors of TIM10 yeast strain; S. cerevisiae TIM10 strain growth, BacTiter-Glo luminescence, 24 h; inhibition, % at 10 µM; 330,000 compounds, 1.4% hits;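 active = inhibition of 40% or more at the single tested concentration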;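 note: wild-type TIM10 isogenic control strain grown at permissive 25 °C; 0% = DMSO yeast wells and 100% = minimal medium wells without yeast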
hIAP inh = blocks human intestinal alkaline phosphatase | P09923 | purified IAP, CDP-Star luminescence, 30 min | inhibition, % at 10 µM | 330,000 compounds, 0.12% hits | AID 2544;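 active = inhibition reaching a set limit with compound at 10 µM in the primary screen, cut at about 35% in these data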;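 note: plate controls were DMSO wells with enzyme for no effect and no-enzyme buffer wells for full effect; values of inactives mirror those of a sister screen read the other way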
Target sequence (P09923 whole entry, looked up): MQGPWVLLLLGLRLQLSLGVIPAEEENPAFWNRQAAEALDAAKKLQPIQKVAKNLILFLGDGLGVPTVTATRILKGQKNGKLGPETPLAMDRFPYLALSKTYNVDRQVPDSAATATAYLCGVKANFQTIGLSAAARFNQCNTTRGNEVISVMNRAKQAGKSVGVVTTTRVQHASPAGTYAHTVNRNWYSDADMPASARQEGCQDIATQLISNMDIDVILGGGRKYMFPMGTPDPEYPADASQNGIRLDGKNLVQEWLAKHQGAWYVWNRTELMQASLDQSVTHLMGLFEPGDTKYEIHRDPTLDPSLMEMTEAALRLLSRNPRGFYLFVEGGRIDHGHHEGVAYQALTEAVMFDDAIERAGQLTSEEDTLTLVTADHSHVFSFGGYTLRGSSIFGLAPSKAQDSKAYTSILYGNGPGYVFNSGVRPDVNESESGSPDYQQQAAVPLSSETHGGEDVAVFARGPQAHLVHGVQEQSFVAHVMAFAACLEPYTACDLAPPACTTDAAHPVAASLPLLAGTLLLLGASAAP
beta cell repl = inducers of beta-cell replication in MIN6 cells. MIN6 cells proliferation, ATPlite luminescence, 48 h; cells starved in 0.2% serum; 100% = growth in 10% serum. proliferation, % at 10 µM. 330,000 compounds, 0.29% hits;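 active = compounds whose signal lies at least 3.5 SD above the mean of all wells on their plate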;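 note: 0% = DMSO-treated cells in low-serum medium and 100% = 10% serum control; some compounds called inactive have numbers as strong as hits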
Starred values were filed as active, the others as inactive.

SMILES | mIAP block | mIAP activ | A3G deaminase | APOBEC3A inh | NALP3 yeast inh | tim10-1 inh | TIM10 inh | hIAP inh | beta cell repl
COC(=O)c1c(C(=O)OC)c2cccc3cc(-c4ccccc4)c4ccc1c4n32 | 21 | 0.79 | 11 | -5 | 38 | 19 | 18 | 25 | -6
Cc1c(C#N)c(=O)oc2ccc3ccccc3c12 | 8 | 0.92 | -2 | -2 | 12 | 8 | -3 | -1 | 0
CCOC(=O)C1=C(O)CSC1=Nc1ccccc1 | 1 | 0.99 | -2 | 1 | 2 | 15 | 7 | 10 | -1
Cc1cc(C)cc(NC(=O)COC(=O)[C@@H](NC(=O)c2ccco2)C(C)C)c1 | 1 | 0.99 | -4 | -2 | 2 | 19 | 23 | 5 | 0
O=C(CC(=O)N/N=C/c1c(Cl)cccc1Cl)NCc1cccnc1 | 1 | 0.99 | -9 | -4 | 18 | 9 | 0 | -4 | 2
CC(=O)c1cccc(NC(=O)COc2cc(C)on2)c1 | 2 | 0.98 | -3 | -1 | 13 | -9 | 1 | -3 | 1
O=C(NCc1ccc(Cl)cc1)C(=O)NCC(c1cccnc1)N1CCN(c2ccc(F)cc2)CC1 (stereo not drawn) | 12 | 0.88 | -8 | -5 | 21 | -17 | -2 | -24 | -4
Cc1c(C(=O)N2CCN(c3ncccn3)CC2)oc2c(Cl)cccc12 | 1 | 0.99 | -14 | 24 | 19 | 33 | 11 | 3 | 5
CCOc1ccccc1CNC(=O)c1cc2oc3ccccc3c2n1C | -11 | 1.1 | -3 | -3 | 5 | 11 | 1 | -21 | -6
CCCC(=O)N(CCN1CCOCC1)c1nc2c(F)cc(F)cc2s1 | 8 | 0.92 | -6 | -4 | 29 | 6 | -5 | -32 | -1
C[C@H](CO)N1C[C@H](C)[C@@H](CN(C)S(C)(=O)=O)Oc2ccc(NS(=O)(=O)c3ccccc3)cc2C1=O | -3 | 1 | -5 | -4 | 7 | 8 | 3 | 17 | 2
CCOCCCNC(=O)c1cc(Sc2ccc(F)cc2)nc2ccccc12 | -12 | 1.1 | -3 | -1 | 17 | 3 | -13 | 4 | 0
NC1=NC2(CCN(Cc3ccccc3)CC2)n2c(nc3ccccc32)N1 | 10 | 0.91 | 5 | 3 | 8 | -5 | 2 | -5 | 6
Cc1ccc(C(=O)NC(C)c2ccc(-n3ccnc3)cc2)c(C)c1 (stereo not drawn) | -2 | 1 | -1 | 1 | 9 | -21 | 1 | -4 | -3
CC(Oc1ccccc1)C(=O)Nc1nc(-c2ccncc2)cs1 (stereo not drawn) | 2 | 0.98 | -6 | 0 | 18 | -4 | -6 | 4 | -1

Reformatted with two lines to a compound: part of the list above
Value order – mIAP block | mIAP activ | A3G deaminase | APOBEC3A inh | NALP3 yeast inh | tim10-1 inh | TIM10 inh | hIAP inh | beta cell repl
- CCOC(=O)C1=C(O)CSC1=Nc1ccccc1
    1 | 0.99 | -2 | 1 | 2 | 15 | 7 | 10 | -1
- Cc1cc(C)cc(NC(=O)COC(=O)[C@@H](NC(=O)c2ccco2)C(C)C)c1
    1 | 0.99 | -4 | -2 | 2 | 19 | 23 | 5 | 0
- O=C(CC(=O)N/N=C/c1c(Cl)cccc1Cl)NCc1cccnc1
    1 | 0.99 | -9 | -4 | 18 | 9 | 0 | -4 | 2
- CC(=O)c1cccc(NC(=O)COc2cc(C)on2)c1
    2 | 0.98 | -3 | -1 | 13 | -9 | 1 | -3 | 1
- O=C(NCc1ccc(Cl)cc1)C(=O)NCC(c1cccnc1)N1CCN(c2ccc(F)cc2)CC1 (stereo not drawn)
    12 | 0.88 | -8 | -5 | 21 | -17 | -2 | -24 | -4

Going on with the list:
SMILES | mIAP block | mIAP activ | A3G deaminase | APOBEC3A inh | NALP3 yeast inh | tim10-1 inh | TIM10 inh | hIAP inh | beta cell repl
CN(CCc1ccccn1)C(=O)CCc1nnc(CCCc2ccccc2)o1 | -22 | 1.2 | -9 | -2 | 18 | -29 | -10 | -13 | 0
Brc1ccc(-c2csc(N3CCC(c4ccccc4)C3)n2)cc1 (stereo not drawn) | 1 | 0.99 | -3 | -2 | 5 | 14 | 21 | 14 | -2
CCN(CC)S(=O)(=O)c1cccc(NC(=O)CN2C(=O)NC3(CCOc4ccccc43)C2=O)c1 (stereo not drawn) | -14 | 1.1 | 8 | 2 | 10 | 10 | -2 | 9 | -4
COc1c2ccoc2cc2oc(C)cc(=O)c12 | 2 | 0.97 | 39 | 6 | 21 | 6 | -1 | -8 | -1
O=C(NCc1ccccc1)c1cccc2c1C(=O)c1ccc(/C=C/c3ccccc3)cc1S2(=O)=O | 10 | 0.91 | -1 | 4 | 11 | 6 | 0 | 10 | -5
Cc1ccc(NC(=O)CN(C)C(=O)COc2ncnc3ccc(Br)cc23)cc1 | 1 | 0.99 | 0 | 0 | 29 | 2 | -4 | 12 | 0
Cc1nc(-c2ccccn2)nc(N2CCOCC2)c1Cl | 3 | 0.97 | -9 | 2 | 6 | 5 | -3 | -8 | 3
COC(=O)c1c(NC(=O)CCCC(=O)O)sc2c1CCCCC2 | 23 | 0.77 | -4 | -2 | 11 | 14 | 1 | 11 | -1
CCc1ccc2oc(-c3ccc(N)cc3)nc2c1 | -2 | 1 | -4 | -1 | -4 | 41* | 37 | 0 | -5
O=C1CSC(c2ccncc2)N1Cc1ccccc1 (stereo not drawn) | 13 | 0.87 | -7 | -3 | -1 | 14 | 23 | 3 | 6
Cc1cc(C)nc(SCCC(=O)Nc2ccccc2C)n1 | 2 | 0.98 | -7 | -3 | 17 | 6 | 1 | -3 | -4
Cc1cccc(NC(=S)NCc2ccccn2)c1 | -4 | 1 | -4 | -3 | 40 | 6 | -4 | -3 | -3
CCCSc1nc(C)c(CC(=O)OCC)c(=O)[nH]1 | 5 | 0.95 | -4 | -3 | 2 | 2 | 1 | 2 | 1
CN(Cc1ccccc1NCC(=O)Nc1ccccc1C#N)C1CCCCC1 | 1 | 0.99 | -5 | 1 | 6 | 12 | 12 | 5 | 2
CC(=O)Nc1ccc(Nc2nc3ccccc3n3cnnc23)cc1 | 8 | 0.92 | -4 | 2 | 14 | 19 | 10 | 8 | -3
OCC[C@H]1C[C@@H](O)[C@H](O)[C@]2(OCCc3ccccc32)O1 | 1 | 0.99 | -3 | 0 | 7 | -3 | 5 | 5 | -2
CC(C)c1ccc(/C=C2\C(=N)N3N=C(CC(=O)N4CCCCC4)SC3=NC2=O)cc1 | -5 | 1.1 | 3 | 1 | 16 | 9 | -6 | -9 | -3
Cc1ccc(S(=O)(=O)NCC(=O)OCC(=O)NCc2ccc3c(c2)OCO3)cc1 | -3 | 1 | -8 | 4 | -9 | -1 | 1 | -15 | -2
CC(NC(=S)Nc1ccc(F)cc1)C(c1cccs1)N1CCOCC1 (stereo not drawn) | -7 | 1.1 | -5 | -6 | 19 | 23 | 8 | 24 | 8
CCOC(=O)N1CCN(C(=O)c2ccc(S(=O)(=O)Nc3ccccc3)cc2)CC1 | -1 | 1 | -3 | -1 | -7 | 12 | -2 | 1 | -2
Cn1c(N)c(C(=O)COC(=O)CCCOc2ccc(Cl)cc2Cl)c(=O)n(C)c1=O | 1 | 0.99 | 0 | 3 | 14 | 42* | 20 | 4 | -2
CC(=O)NC1Sc2ccccc2N=C1c1ccccc1 (stereo not drawn) | 6 | 0.94 | 5 | -3 | -23 | 43* | 42* | 11 | -4
O=C(CC(Nc1ccccc1Cl)C(=O)OCC(=O)c1cccs1)c1ccccc1 (stereo not drawn) | 0 | 1 | -2 | -3 | -43 | 36 | 23 | 4 | -4
Fc1ccc(OCc2nn3c(Cn4nnc5ccccc54)nnc3s2)cc1 | 21 | 0.79 | 24 | 4 | -7 | 10 | 16 | 4 | -1
CCOc1cccc(C(=O)Nc2nc(-c3ccc(S(=O)(=O)N4CCOCC4)cc3)cs2)c1 | 13 | 0.87 | -1 | 0 | 21 | 0 | 8 | -6 | -1
Cc1ccc(S(=O)(=O)N(C)C)cc1NC(=O)COC(=O)CCC(=O)c1cccs1 | -8 | 1.1 | -9 | 1 | 6 | 19 | 18 | 5 | 5
Cc1noc(NS(=O)(=O)c2ccc(NC(=O)c3cnc4scc(C)n4c3=O)cc2)c1C | -8 | 1.1 | -3 | 3 | 15 | 7 | 0 | 12 | -3
CC(=O)c1cc(NC(=O)c2cccc(C(F)(F)F)c2)c(=O)oc1C | 4 | 0.96 | -5 | 0 | -1 | 35 | 26 | -2 | -2
O=C(NC1CC1)C1=C[C@H](C2CC2)C[C@H](OCCCCO)O1 | -16 | 1.2 | -7 | -4 | 3 | -6 | 2 | -18 | -1
O=C1c2ccccc2C(=O)N1C/C=C/c1ccccc1 | 1 | 0.99 | -1 | -1 | 37 | 6 | -5 | 2 | -2
Cc1cc(C)c(C)c(N=Nc2nc3ccccc3n2C)c1C | 4 | 0.96 | -2 | 6 | 17 | 13 | 22 | 24 | -4
COc1ccc(CNC(=O)C(C)NC(=O)c2cc3ccccc3o2)cc1 (stereo not drawn) | 4 | 0.96 | 2 | 1 | 14 | -25 | -20 | -7 | -1
COc1ccc(-c2noc(CNC(=O)CCCN3C(=O)[C@H]4CC=CC[C@H]4C3=O)n2)cc1 | -4 | 1 | 14 | 3 | 13 | 4 | 16 | 6 | -3
O=[N+]([O-])c1cccc(/C=N/Nc2nnc(-c3ccccc3)c(-c3ccccc3)n2)c1 | 6 | 0.94 | -5 | -4 | -14 | 12 | -3 | -8 | -3
Cc1ccc(NC(=O)Nc2cccc(C)n2)c(C)c1 | 8 | 0.92 | -6 | 0 | 29 | -12 | -30 | 6 | -1
O=C(NCC(=O)N(Cc1ccco1)C(C(=O)NC1CCCC1)c1cccnc1)c1cccs1 (stereo not drawn) | -3 | 1 | -4 | 0 | 13 | 7 | -23 | -15 | -1
Cc1c(-c2ccccc2)[n+](=O)c(-c2ccco2)c(C)n1[O-] | 5 | 0.95 | -3 | 0 | 14 | 0 | 0 | 18 | 4
O=C(CSC1=NCCS1)N1CCCC1 | 11 | 0.89 | -2 | -3 | 5 | -10 | -1 | -8 | -4
COc1ccc(CCNC(=O)c2oc3ccc(S(=O)(=O)N4CCOCC4)cc3c2C)cc1OC | -3 | 1 | -9 | -1 | 15 | 28 | 12 | -9 | -2
CC(C)N(Cc1ccccc1)C(=O)COC(=O)c1cnc(Cl)c(Cl)c1 | 4 | 0.96 | -7 | -3 | 1 | 24 | 13 | -2 | -7
Cc1ccc(-c2ccc(=O)n(CC(=O)NCCN3C(C)CCCC3C)n2)cc1 (stereo not drawn) | 4 | 0.96 | -7 | -3 | -5 | -12 | -5 | 18 | 0
COc1ccccc1CNC(=O)CCCNS(=O)(=O)c1cccc2nsnc12 | 3 | 0.97 | 0 | 1 | -3 | 9 | 0 | -1 | 1
Cc1ccccc1-n1nc(-c2ccc(N)cc2)cc1N | 3 | 0.97 | -6 | -1 | 2 | 5 | -3 | 22 | -3
CCN(CC)C(=O)CN1CCC(c2nc3cc(C)c(C)cc3[nH]2)CC1 | -7 | 1.1 | 6 | 0 | 16 | 10 | 1 | -26 | -5
CCOC(=O)N1CCN(C(=O)c2ccc(N3CC4CC(C3)c3cccc(=O)n3C4)c(NC(=O)c3ccc(F)cc3)c2)CC1 (stereo not drawn) | -3 | 1 | -8 | -4 | 10 | 6 | 8 | -22 | 2
O=C(CSc1ccc(Cl)cc1)Nc1nnc(-c2ccco2)o1 | 8 | 0.93 | -4 | 0 | 9 | 12 | -4 | -5 | -5
Cc1ccc(S(=O)(=O)CCC(=O)Nc2sccc2C(N)=O)cc1 | 30 | 0.7 | 1 | 1 | 3 | -5 | 3 | 4 | 0
